INS-1E GSIS act: GLuc luminescence reporter in INS-1E cells, primary screen for activators of glucose-dependent secretion of insulin. AID 743287, 2014. 370,000 compounds, 0.61% hits. INS-1E GLuc reporter insulin secretion, 2-3 h. activation, % at 16.6 µM;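 active = lowest replicate activation of at least 40%, so every replicate reaches that level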;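 also: 0% = median of neutral control wells and 100% = median of IBMX positive control wells; some compounds called inactive have numbers as strong as hits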
DENV2 CPE: inhibitors of DENV2 cytopathic effect, primary screen, cell-based, plate reader, single concentration; 350,000 compounds, 1.7% hits; CPE inhibition, % at 9.99 µM; DENV2-infected cells, cytopathic effect rescue; in the data active = CPE inhibition above about 20%, passing the limit was not always enough; inconclusive = no clear call, values can overlap the other calls; tested in BHK-21 cells;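 also: 0% = median of neutral control wells and 100% = median of positive control wells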
Xi reactivation: activators of inactive X chromosome reactivation, primary screen, imaging, XiGFP fibroblasts, GFP high-content imaging, set 2; XiGFP mouse fibroblasts, % GFP-positive cells imaging, 3 d; cells co-treated with 5-aza-dC sensitizer; scaled so ellipticine positive control = 100%; activation, % at 7.58 µM; 360,000 compounds, 0.055% hits;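 active = mean normalized replicate activation at least 10% and every replicate at or above 10%; inconclusive = only one of the two criteria met; inactive = mean below 10% and not all replicates reach 10%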;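 also: 0% = median of on-plate neutral control wells and 100% = ellipticine 6 µM median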
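Material: XiGFP fibroblasts, SV40-immortalized. Buffer or medium: DMEM plus 5-aza-dC sensitizer. Compound: single concentration per compound, delivered by pin transfer. Times: 3 days compound exposure. Controls: ellipticine 6 µM.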
F508del corr: F508del CFTR correction, initial screen, CFBE line, single point. activity (quench increase), % at 7.58 µM. 350,000 compounds, 0.36% hits. CFBE cells, YFP halide quenching; stimulated with forskolin plus potentiator P3; % fluorescence drop versus neutral controls;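 active = mean added fluorescence quench of at least 8% versus neutral control, with both replicates also reaching 8%; inconclusive = only one of the mean or replicate conditions met; inactive = mean below 8% and not both replicates reaching 8%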;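 also: cells transiently co-express mutant CFTR-F508del with the halide-sensitive YFP; corrector assay measuring rescue of mutant channel to the surface after 24 h compound exposure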
ERp5 inh: inhibitors of ERp5-driven insulin aggregation, primary screen, biochemical, turbidity, absorbance 650 nm, single point; 350,000 compounds, 0.05% hits; AID 651711, 2012; Protein disulfide-isomerase A6 (Homo sapiens), Q15084; inhibition, % at 9.99 µM; 90 min;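 active = mean replicate inhibition above about 25%, with every replicate also reaching it, limit read from the data, passing the limit was not always enough; inconclusive = only one of those two criteria met; inactive = neither criterion met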
Target sequence (Q15084 whole entry, looked up): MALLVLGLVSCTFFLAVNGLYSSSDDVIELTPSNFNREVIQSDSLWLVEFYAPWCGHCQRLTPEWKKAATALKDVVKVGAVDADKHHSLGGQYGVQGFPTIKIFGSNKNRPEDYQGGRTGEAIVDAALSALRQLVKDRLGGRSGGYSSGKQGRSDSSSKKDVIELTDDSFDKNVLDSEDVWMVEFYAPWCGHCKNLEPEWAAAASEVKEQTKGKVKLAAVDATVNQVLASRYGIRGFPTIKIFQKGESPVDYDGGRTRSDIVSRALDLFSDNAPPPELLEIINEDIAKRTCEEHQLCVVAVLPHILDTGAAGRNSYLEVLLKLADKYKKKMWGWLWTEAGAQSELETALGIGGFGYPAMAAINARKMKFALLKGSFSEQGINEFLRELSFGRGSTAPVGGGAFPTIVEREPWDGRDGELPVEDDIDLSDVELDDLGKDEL
PAX8 reporter: inhibitors of PAX8-driven TPO luciferase reporter, primary screen, RMG-I cells, single concentration. SteadyGlo, 24 h. inhibition, % at 12.6 µM. 360,000 compounds, 1.2% hits;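 active = mean replicate inhibition at least 60% with every replicate also reaching 60%; inconclusive = only one of the two criteria is met; inactive = mean below 60% and not all replicates reaching 60%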;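 also: luciferase light reporting Pax8 driven TPO promoter activity; plate controls were median of neutral control wells for no effect and mitoxantrone controls for full effect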
ARNT-TACC3 inh: disruptors of ARNT/TACC3 protein interaction, primary screen, biochemical, AlphaScreen, single concentration; AlphaScreen His-ARNT PAS-B/GST-TACC3 binding, luminescence; TACC3 fragment carries E629A point mutation; inhibition, % at 9.99 µM; 390,000 compounds, 0.66% hits;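 active = mean inhibition of replicates at least 50% and at least half of replicates each reaching 50%; inconclusive = half or more replicates reach 50% but mean below 50%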;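 also: 0% = complete ARNT plus TACC3 wells and 100% = ARNT alone without TACC3; many hits fall short of the cut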
EWS-Fli block: EWS/Fli-driven NR0B1 reporter inhibitors, primary screen, A673 cells, NR0B1 luciferase, luminescence, MLPCN library | viability-normalised | inhibition, % at 12.6 µM | 350,000 compounds, 0.67% hits;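 active = mean inhibition of at least 50% after viability correction, with every replicate also passing that limit; inconclusive = mean reaches 50% but only one of two replicates passes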;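 also: firefly luciferase signal divided by Alamar Blue viability fluorescence both relative to DMSO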
* hit, by the source's call; ? = inconclusive; nt = no result given.

Structure	INS-1E GSIS act	DENV2 CPE	Xi reactivation	F508del corr	ERp5 inh	PAX8 reporter	ARNT-TACC3 inh	EWS-Fli block
CCOC(=O)C1=C(COC(=O)c2cccc(Cl)c2)NC(=O)NC1C (stereo not drawn)	33	?	0.2	-1.0	-4	-9	-2	nt
O=C(NCc1cccnc1)c1ccccc1NS(=O)(=O)c1ccc(F)cc1	11	17	0.0	2.0	4	7	1	nt
CC(=O)c1cccc(Nc2nc(N3CCOCC3)nc(N3CCOCC3)n2)c1	-6	?	0.0	-0.5	1	-4	-6	-1
CC(=O)N1CCN(CC(=O)Nc2ccc(C)c(F)c2)CC1	3	0	0.3	-0.6	1	4	-12	12
CCOC(=O)c1c(N2C(=O)Nc3ccccc3N2O)n[nH]c1-c1cccc(OC)c1	9	-3	0.2	-2.4	-1	-11	-3	-7
O=C(C[C@@H]1CC[C@H](NC(=O)c2cnccn2)[C@H](CO)O1)NCc1ccccc1F	5	-2	0.2	0.2	3	-10	11	-2
C[C@@H]1CN([C@@H](C)CO)C(=O)c2cccc(NS(=O)(=O)c3ccccc3)c2O[C@H]1CN(C)S(=O)(=O)c1cn(C)cn1	21	9	0.0	-0.7	-4	-15	-3	-6
O=C(C[C@H]1C[C@H]2c3cc(NS(=O)(=O)c4ccc(F)cc4)ccc3O[C@H]2[C@@H](CO)O1)NCc1cccnc1	-1	-1	0.0	1.2	7	-24	4	-4
COc1ccc(-c2nc(CS(=O)(=O)CC(=O)NCCCN3CCN(C)CC3)c(C)o2)cc1	6	2	0.3	1.7	-6	-10	5	0
CCn1c(SCC(=O)N2CCC(C)CC2)nc2c1c(=O)n(C)c(=O)n2C	3	-5	0.0	3.4	-4	20	2	2
Cn1cc(-c2ccc(C(=O)Nc3cccc(Oc4ccccc4)c3)c3occc23)cn1	nt	-6	0.0	0.3	0	-17	nt	-29
O=C(O)CCCN1C(=O)C(=O)/C(=C(/O)c2ccc(Cl)cc2)C1c1ccccc1 (stereo not drawn)	7	5	-0.1	-4.7	0	3	-1	2
Fc1cc(Br)ccc1NC(=S)Nc1ccccc1	3	nt	0.4	nt	nt	-62	2	nt
COc1ccc(C#Cc2ccc3c(c2)O[C@H](CN(C)C(=O)NC2CCCCC2)[C@@H](C)CN([C@H](C)CO)S3(=O)=O)cc1	-17	-1	-0.1	2.0	1	nt	-10	17
O=C(COC(=O)c1ccc(F)c(S(=O)(=O)N2CCOCC2)c1)c1ccc(Br)cc1	-10	nt	0.1	0.8	-4	12	-3	2
Clc1ccc(Cc2ccccn2)cc1	-8	6	-0.3	1.7	1	-7	-3	-5
O=C(NCC(=O)N1CCN(c2ccccc2O)CC1)C1CCCCC1	6	2	0.9	2.4	1	-12	-2	-13
COCCNc1c(-c2ccc(OC)cc2)nc2ccc(Cl)cn12	8	-3	0.0	-4.4	-2	-38	nt	-63
C[C@@H]1CN([C@H](C)CO)C(=O)c2cc(C#C[C@@H](C)O)cnc2O[C@@H]1CN(C)C(=O)Nc1ccc(C(F)(F)F)cc1	12	-2	0.0	-0.3	-1	0	-8	-6
O=C(CC1CC1)Nc1ccc2c(c1)[C@@H]1C[C@@H](CC(=O)N3CCOCC3)O[C@H](CO)[C@@H]1O2	7	9	-0.1	-0.1	nt	-1	-5	8
Cc1ccc(SCC(=O)NC(=O)c2ccccc2Br)c(C)c1	7	-4	0.1	0.4	-3	3	-8	-5
O=C(/C=C/c1ccccc1[N+](=O)[O-])c1ccccc1Br	-17	nt	-0.1	1.3	-5	78*	-4	54*
C[C@@H]1CN([C@H](C)CO)C(=O)c2cc(NC(=O)C3CCCCC3)ccc2O[C@H]1CN(C)CC1CCCCC1	-3	-3	-0.9	1.5	-6	nt	5	3
COc1ccc(NC(=O)c2ccc(NC(=O)c3cccs3)cc2)cc1	8	-3	0.8	-2.4	-7	-2	1	8
CCOCCCn1c(=NC(=O)c2ccco2)c(C(=O)OCC)cc2c(=O)n3cccc(C)c3nc21	nt	-3	0.1	-0.1	5	20	4	-2
O=C(Nc1cc(C(F)(F)F)ccc1Cl)C(=O)N1CCCCC1	nt	0	-0.1	0.4	-5	27	-4	-3
CC(C)CN(C[C@@H]1[C@@H](c2ccccc2)[C@H](CO)N1C(=O)C1CCC1)C(=O)C1CC1	-11	0	0.1	-1.8	-3	0	-1	-8
CCCCC[C@H]1CN(Cc2ccccc2)C(=O)[C@@H]1CC(=O)NCc1ccccc1	-9	1	0.0	-4.3	-5	33	-5	16
CNC[C@H]1OCCCC[C@@H](C)Oc2ccc(NS(=O)(=O)c3ccc(Cl)cc3)cc2C(=O)N([C@H](C)CO)C[C@@H]1C	5	9	0.4	-0.3	0	28	-3	-4
Cc1cc(=O)[nH]c(SCC(=O)Nc2ccc(F)cc2)c1C#N	-26	nt	0.3	-1.4	10	14	nt	7
CC(C)(C)c1cc(NCc2ccccn2)n2ncc(-c3ccccc3)c2n1	nt	-8	0.5	4.4	0	-67	0	-43
C[C@@H]1CCCCO[C@H](CN(C)Cc2ccccc2)[C@H](C)CN([C@H](C)CO)C(=O)c2cc(NC(=O)Nc3ccccc3)ccc2O1	7	-13	0.0	1.3	7	32	8	0
CNC(=O)C[C@@H]1CC[C@H]2[C@H](COc3ccc(NC(=O)Nc4ccccc4OC)cc3C(=O)N2C)O1	-7	5	0.2	-1.2	1	6	-7	-6
COc1ccc(CN(C)C(=O)CCl)cc1	24	9	-0.1	-2.4	-2	-4	-3	18
C[C@@H]1CN([C@@H](C)CO)C(=O)c2cc(C#Cc3ccccc3)cnc2O[C@H]1CN(C)C(=O)CCN1CCCCC1	5	3	-1.8	1.6	10	nt	3	4
NC(=O)c1cccc(Nc2nc(C(N)COCc3ccccc3)cs2)n1 (stereo not drawn)	19	-8	0.2	1.8	7	13	nt	4
CCOC(=O)c1cnn(-c2ccccc2)c1NC(=O)CCl	-6	?	0.0	0.9	4	18	nt	8
Cn1cc(S(=O)(=O)CC(=O)Nc2ccc3c(c2)OCCO3)c2ccccc21	23	?	nt	-0.9	-6	nt	6	-21
CCOC(Cn1cc([N+](=O)[O-])c(=O)[nH]c1=O)OCC	-25	5	0.0	1.2	2	-1	-5	2
CNC(=O)c1sc(N2N=C3/C(=C\c4ccccc4)CCCC3C2c2ccccc2)nc1C (stereo not drawn)	-47	-6	-0.1	2.3	-1	3	nt	21
O=C(CNC(=O)c1cccc([N+](=O)[O-])c1)NC1CCCc2ccccc21 (stereo not drawn)	nt	5	-0.2	-0.5	-3	6	nt	5
CC1(C)CC(=O)C=C(c2ccc(COC(=O)c3ccc(-c4ccccc4)cc3)cc2)C1=O	8	-3	-0.1	-1.1	6	-2	nt	-1
C[C@H]1CN([C@@H](C)CO)C(=O)c2c(c3ccccc3n2C)-c2ccccc2CO[C@@H]1CN(C)C(=O)C1CC1	-1	3	-0.1	-0.4	-3	17	-6	2
CCN1C(=O)[C@@H]2[C@@H](c3ccc(SC4CCCCC4)c(OC)c3)N3CCCC[C@@]3(C(=O)OC)[C@@H]2C1=O	-4	-1	0.3	-1.9	-4	-15	-2	-2
COc1cccc(S(=O)(=O)N2CC[C@@H]3[C@H](CO)Nc4ccc(C#Cc5ccccc5)cc4[C@@H]32)c1	5	14	0.0	3.6	11	-4	-1	3
COc1ccc(S(=O)(=O)N2CCN(CC(=O)NC3CCCC3)CC2)cc1	19	-2	0.1	1.7	3	10	5	14
CCCOc1ccc(N2C(=O)CC(NCC#N)C2=O)cc1 (stereo not drawn)	0	-1	0.0	4.2	0	1	-4	2
CC(=O)NS(=O)(=O)c1ccc(NC(=O)c2ccc3c(c2)NC(=O)CS3)cc1	6	-6	0.2	-1.1	-4	nt	9	-10
CC(C)C[C@H](NC(=O)c1[nH]cnc1C(=O)Nc1ccccc1)C(=O)OC(C)(C)C	nt	0	0.0	0.6	-3	41	20	2
COC(=O)CSc1nc(C)c(C)c(C)c1C(N)=O	7	nt	0.0	-2.3	3	-3	-1	3
COC(=O)c1c(NC(=O)C2CCCCC2)sc2c1CC(C)(C)NC2(C)C	11	6	0.1	-3.1	-3	-4	6	17
CC(=O)N(C)C[C@@H]1[C@@H](c2ccccc2)[C@H](CO)N1C(=O)C1CCC1	4	6	0.1	-1.1	18	-6	6	-3
O=C(CN(C1CCCCC1)S(=O)(=O)c1ccc(Br)cc1)NCc1cccnc1	1	?	0.0	-0.6	-1	-2	0	0
C[C@H](CO)N1C[C@H](C)[C@@H](CN(C)C(=O)C2CC2)Oc2cc(-c3ccc(F)cc3)ccc2S1(=O)=O	-22	nt	-0.7	-1.8	nt	nt	nt	17
Cc1cc(S(=O)(=O)N2CCOCC2)ccc1OCC(=O)N1CCC(C)CC1	9	3	-0.1	0.9	-2	-1	0	nt
C[C@H](CO)N1C[C@H](C)[C@H](CN(C)Cc2ccc(Cl)c(Cl)c2)OCc2ccccc2-c2c(n(C)c3ccccc23)C1=O	-4	-7	0.0	-3.9	1	22	nt	2
O=C(CC1SC(N2CCOCC2)=NC1=O)Nc1ccc(F)cc1 (stereo not drawn)	14	-7	0.0	-0.9	3	-4	-6	-2
O=C(N[C@H]1CC[C@H](CCn2cc(Cc3ccccc3)nn2)O[C@H]1CO)c1ccccn1	6	-4	0.2	-2.9	-1	15	-3	0
C[C@@H]1CN([C@@H](C)CO)C(=O)c2cc(/C=C/c3ccccc3)cnc2O[C@H]1CN(C)C(=O)Cc1cccnc1	-11	0	-0.9	-2.5	2	9	-1	5
COc1ccc(NC(=O)N(C)C[C@H]2OCCCC[C@H](C)Oc3ccc(NC(=O)c4ccncc4)cc3C(=O)N([C@@H](C)CO)C[C@H]2C)cc1	9	-1	0.1	2.2	nt	3	0	-3

Additional structures follow.
Structure	INS-1E GSIS act	DENV2 CPE	Xi reactivation	F508del corr	ERp5 inh	PAX8 reporter	ARNT-TACC3 inh	EWS-Fli block
CS(=O)(=O)c1ccc2nc(NC(=O)CN3CCC(Cc4ccccc4)CC3)sc2c1	3	-1	-0.1	-3.5	3	-13	2	8
COc1ccc(NC(=O)N(C)C[C@H]2Oc3ccc(NS(=O)(=O)c4ccccc4)cc3CC(=O)N([C@@H](C)CO)C[C@@H]2C)cc1	15	-2	-0.7	-0.4	2	nt	nt	-6
CN1OC[C@@H]2CN(C(=O)Cc3ccccc3)[C@H](c3ccccc3Br)C[C@@H]21	-6	-12	0.2	-2.2	1	-7	nt	4
O=C1C=C(OCCF)CC(c2cccc([N+](=O)[O-])c2)O1 (stereo not drawn)	16	2	nt	1.5	4	-3	nt	4
CC(C)Oc1ccc(N2CC(C(=O)Nc3ccc4c(c3)OCO4)CC2=O)cc1 (stereo not drawn)	-10	-8	0.1	-1.6	-2	11	nt	2

Screens as filed in PubChem.
